Compound activity deposited in PubChem by Broad Institute.
C2C12 statin = suppressors of statin myotoxicity in C2C12 myotubes, primary screen, cell-based, single point, plate reader; 330,000 compounds, 0.78% hits; rescue of ATP level, % at 7.49 µM; C2C12 myotubes + simvastatin, ATP luminescence, 48 h; scaled: DMSO 0, geranylgeraniol control 100;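 active = mean ATP rescue above about 67%, or every replicate alone reaching that limit, limit read from the data, passing the limit was not always enough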;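 also: myotubes were challenged with 10 µM simvastatin during compound exposure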
S100A4 inh HTS = inhibitors of S100A4-myosin IIA peptide binding, primary screen, biochemical, fluorescence polarization, TAMRA-MyoIIA peptide; Protein S100-A4 (Homo sapiens), P26447; inhibition, % at 10.7 µM; 360,000 compounds, 0.14% hits; AID 652163, 2013;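 active = mean inhibition of at least 70% across replicates, with every replicate also reaching that level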
Target sequence (P26447 whole entry, looked up): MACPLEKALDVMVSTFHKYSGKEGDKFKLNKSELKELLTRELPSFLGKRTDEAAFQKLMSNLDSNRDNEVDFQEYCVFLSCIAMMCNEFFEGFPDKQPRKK
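System – human S100A4 monomer protein, biochemical binding assay · Buffer or medium – Calcium-containing HEPES buffer, pH 7.2 · Timing – 5 min between mix addition and reading · Also added – TAMRA-labelled myosin IIA heavy-chain peptide probe, 5 nM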
SIRT5 inh = SIRT5 desuccinylase inhibitors, primary screen, biochemical, fluorescence imaging, single point, set 5; Purified SirT5, succinyl-peptide AMC, trypsin-coupled fluorescence; NAD-dependent protein deacylase sirtuin-5, mitochondrial (Homo sapiens), Q9NXA8; inhibition, % at 15 µM; 330,000 compounds, 1.1% hits; in the data active = inhibition above about 15%
ERAP1 HTS inh = human ERAP1 aminopeptidase inhibitors, primary screen, biochemical, single point, plate reader; 340,000 compounds, 0.15% hits; inhibition, % at 10.7 µM; AID 652197, 2013; recombinant ERAP1, Leu-AMC fluorescence, 60 min;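 active = mean replicate inhibition of at least 30%, or all replicates individually reaching that 30% level; inactive = mean below 30% and not every replicate reaching it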;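 also: 0% = neutral control wells and 100% = L-leucinethiol positive control wells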
Target sequence (Q9NZ08 whole entry, looked up): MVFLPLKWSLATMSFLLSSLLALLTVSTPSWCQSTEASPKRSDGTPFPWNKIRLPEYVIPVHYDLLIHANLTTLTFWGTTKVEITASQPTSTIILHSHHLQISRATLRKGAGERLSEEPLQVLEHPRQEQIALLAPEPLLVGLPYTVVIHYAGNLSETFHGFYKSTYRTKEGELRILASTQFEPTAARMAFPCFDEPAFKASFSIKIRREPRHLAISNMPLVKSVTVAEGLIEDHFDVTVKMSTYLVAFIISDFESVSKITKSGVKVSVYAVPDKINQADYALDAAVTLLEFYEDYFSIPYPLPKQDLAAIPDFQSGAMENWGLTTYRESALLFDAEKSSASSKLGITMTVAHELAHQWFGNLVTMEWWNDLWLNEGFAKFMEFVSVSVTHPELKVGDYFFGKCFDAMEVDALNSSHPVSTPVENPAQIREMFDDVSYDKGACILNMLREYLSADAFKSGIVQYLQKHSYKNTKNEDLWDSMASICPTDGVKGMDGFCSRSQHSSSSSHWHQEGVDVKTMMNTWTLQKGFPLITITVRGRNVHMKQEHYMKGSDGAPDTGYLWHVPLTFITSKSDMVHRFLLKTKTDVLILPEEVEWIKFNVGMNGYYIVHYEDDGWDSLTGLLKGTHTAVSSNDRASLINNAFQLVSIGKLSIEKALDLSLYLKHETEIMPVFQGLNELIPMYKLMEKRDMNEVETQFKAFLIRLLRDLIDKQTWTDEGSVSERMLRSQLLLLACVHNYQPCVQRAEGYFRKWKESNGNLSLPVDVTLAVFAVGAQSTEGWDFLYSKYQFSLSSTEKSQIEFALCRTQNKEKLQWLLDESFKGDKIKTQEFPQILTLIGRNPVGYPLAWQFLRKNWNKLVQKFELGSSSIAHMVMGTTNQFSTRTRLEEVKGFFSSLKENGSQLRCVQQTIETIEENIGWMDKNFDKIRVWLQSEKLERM
XiGFP reactiv = activators of inactive X chromosome reactivation, primary screen, imaging, XiGFP fibroblasts, GFP high-content imaging, set 2; XiGFP mouse fibroblasts, % GFP-positive cells imaging, 3 d; cells co-treated with 5-aza-dC sensitizer; scaled so ellipticine positive control = 100%; activation, % at 7.58 µM; 360,000 compounds, 0.055% hits; AID 743238, 2013;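 active = mean normalized replicate activation at least 10% and every replicate at or above 10%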;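 also: 0% = median of on-plate neutral control wells and 100% = ellipticine 6 µM median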
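System: 68-5-11 XiGFP fibroblast line | Buffer or medium: DMEM containing 5-aza-dC | Compound: Single point | Times: Compounds 3 days, fix/stain 15 min at room temperature | Benchmarks: Positive control ellipticine, 6 µM final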
PGC1a acetyl inh = inhibitors of PGC1a acetylation signal, primary screen, cell-based, U2OS, AlphaScreen, inhibitor mode. 350,000 compounds, 0.17% hits. AlphaScreen anti-acetyl-lysine; with virally co-expressed GCN5 acetyltransferase. AID 651687, 2012. inhibition, % at 15.6 µM;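 active = every replicate shows inhibition of at least 40%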;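 also: 0% = neutral control wells and 100% = positive control wells; some results beyond the cut were filed as inactive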
LGR2 inh = inhibitors of bursicon-induced LGR2 CRE-luciferase signal, primary screen, cell-based, HEK293, CRE-luciferase reporter, bursicon stimulation; Drosophila bursicon receptor LGR2 (rickets); 380,000 compounds, 0.35% hits; inhibition, % at 9.99 µM; AID 720647, 2013; bursicon-stimulated, 4 h;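 active = drop in luminescence signal, shown as inhibition above about 50% in the replicate tests, limit read from the data, passing the limit was not always enough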;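 also: agonist challenge used bursicon conditioned medium at about half maximal strength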
Cneo AK release = Cryptococcus neoformans cell lysis inducers, primary screen, AK release luminescence, single concentration; C. neoformans lysis, adenylate kinase release luminescence, 4 h; normalised: neutral wells 0, clomiphene wells 100; lysis activity, % at 15 µM; 360,000 compounds, 0.2% hits; AID 651654, 2012;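 active = mean lysis activity across replicates of at least 80%, whatever share of replicates individually reach that level; inactive = mean lysis activity below 80%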
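Test system: log-phase Cryptococcus neoformans yeast cells; Quantity: yeast cell density of 5 × 10^6 cells/mL; Buffer or medium: YPD; Doses: single compound concentration per well; Timing: 4 h at 37 °C static, read 1 h later; Measured by: AK luminescence; Read-out basis: lysis from increased AK signal; Control set: Clomiphene as positive control.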
Numbers without * were called inactive; nt = no result given; & = joins results of further samples.

Results follow in this order: C2C12 statin	S100A4 inh HTS	SIRT5 inh	ERAP1 HTS inh	XiGFP reactiv	PGC1a acetyl inh	LGR2 inh	Cneo AK release
1. Cc1onc(-c2ccccc2)c1C(=O)OCC(=O)Nc1cccc(Cl)c1
  6	-2	-5	3	0.0	0	-32	0
2. CO[C@@H]1CN(C)C(=O)c2ccc(NC(=O)Nc3ccccc3F)cc2OC[C@H](C)N(C)C[C@H]1C
  7	8	0	-2	0.4	-5	1	0
3. C[C@@H](NC(=O)C[C@H]1CC[C@H](NC(=O)C2CCOCC2)[C@@H](CO)O1)c1ccccc1
  14	12	-1	0	0.3	-4	-4	3
4. COC(=O)[C@]12CCCCC=C1N(Cc1ccc3c(c1)OCO3)C(=O)[C@H](CC(=O)NCc1ccccc1)C2
  nt	7	2	nt	0.0	nt	-5	nt
5. Cc1ccc(C(=O)CC2(O)C(=O)N(C)c3ccc(Br)cc32)c(C)c1 (centres undefined)
  28	-1	nt	nt	0.1	-10	3	0
6. Cc1cccc2cc(C#N)c(SCc3nnc(-c4ccccc4[N+](=O)[O-])o3)nc12
  nt	3	nt	1	0.1	nt	2	nt
7. CCn1c(O)c(/C=N/N=C/c2ccc(OC)cc2)c2cc(C3=NNC(=O)CC3)ccc21
  -5	8	-1	5	0.0	-5	12	-4
8. Cc1noc(C)c1NC(=O)N(C)C[C@@H]1Oc2ccc(NS(=O)(=O)c3ccc(F)cc3)cc2CC(=O)N([C@@H](C)CO)C[C@@H]1C
  -14	-8	-5	0	0.0	2	-16	-3
9. COc1ccc(-c2cc(C(F)F)n3ncc(C(=O)N4CCN(C(=O)c5ccco5)CC4)c3n2)cc1
  -30	1	-1	23	0.1	-4	-21	1
10. OC[C@H]1[C@H](c2ccc(-c3ccc(F)cc3)cc2)[C@@H]2CN(Cc3cccnc3)CCCCN12
  -2	-6	0	-2	0.5	4	-10	1
11. CC1CCN(c2ccc3nnc(CCC(=O)N4CCCCC4)n3n2)CC1
  -6	-1	-1	-2	0.0	9	-11	4
12. Cc1ccc(NC(=O)CCNC(=O)c2ccc(Cl)cc2)nc1
  2	0	-1	2	0.3	nt	-21	1
13. Cc1ccc(S(=O)(=O)N2[C@H](CC(=O)Oc3ccccc3)OC[C@@H]2C(C)C)cc1
  nt	-2	-4	-2	0.0	nt	-8	nt
14. CC(=O)NNc1ncnc2c1cnn2-c1ccc(C)c(Cl)c1
  nt	-11	-3	3	0.1	nt	-29	nt
15. CC1(C)CC(=O)c2sc(NS(=O)(=O)c3ccc([N+](=O)[O-])cc3)nc2C1
  13	0	3	3	-0.1	3	-8	2

An excerpt of these results, in transposed form.
#2 CO[C@@H]1CN(C)C(=O)c2ccc(NC(=O)Nc3ccccc3F)cc2OC[C@H](C)N(C)C[C@H]1C
#12 Cc1ccc(NC(=O)CCNC(=O)c2ccc(Cl)cc2)nc1
#6 Cc1cccc2cc(C#N)c(SCc3nnc(-c4ccccc4[N+](=O)[O-])o3)nc12

| screen / no. | 2 | 12 | 6 |
| --- | --- | --- | --- |
| C2C12 statin | 7 | 2 | nt |
| S100A4 inh HTS | 8 | 0 | 3 |
| SIRT5 inh | 0 | -1 | nt |
| ERAP1 HTS inh | -2 | 2 | 1 |
| XiGFP reactiv | 0.4 | 0.3 | 0.1 |
| PGC1a acetyl inh | -5 | nt | nt |
| LGR2 inh | 1 | -21 | 2 |
| Cneo AK release | 0 | 1 | nt |

(further entries)
Results follow in this order: C2C12 statin	S100A4 inh HTS	SIRT5 inh	ERAP1 HTS inh	XiGFP reactiv	PGC1a acetyl inh	LGR2 inh	Cneo AK release
16. Cc1ccc(-c2nc(NC(=O)CSc3nnc4scc(-c5ccccc5)n34)ns2)cc1
  9	0	2	0	0.1	3	6	2
17. COC(=O)C1=C(C)N(Cc2ccccc2)C(=NCCN2CCOCC2)N[C@H]1CCc1ccccc1
  -23	2	nt	6	-0.3	1	-3	-1
18. O=C(NCCc1csc(-c2cccnc2)n1)c1cccc2ccccc12
  7	-1	-5	5	0.0	nt	10	3
19. COc1cccc(/C=C/C(=O)OCC(=O)N2CCN(S(=O)(=O)c3ccc(Cl)cc3)CC2)c1
  1	-3	0	-4	-0.1	nt	19	0
20. O=C(N/N=C/c1ccc2ncccc2c1)c1ccco1
  nt	5	3	3	0.0	nt	55*	nt
21. COc1ccc(CCNC(=O)CN(Cc2ccc(Cl)cc2)S(C)(=O)=O)cc1OC
  8	13	-9	4	0.2	-4	-8	-1
22. Cc1cc(C)c(-n2c(SCCS(=O)(=O)c3ccc(F)cc3)n[nH]c2=O)c(C)c1
  nt	3	3	nt	0.1	nt	18	nt
23. CCCNC(=O)N(C)C[C@@H]1Oc2cc(-c3ccccc3F)ccc2S(=O)(=O)N([C@H](C)CO)C[C@H]1C
  -8	0	1	nt	-1.2	-2	-3	-7
24. COc1cccc(CNC(=O)CN2C(=O)COc3ccc(S(=O)(=O)N4CCCC4)cc32)c1
  48	-4	-4	-4	0.0	-6	9	13
25. Cc1ccc(NC(=O)C2CC(=O)N(Cc3ccccc3)C2)nc1 (centres undefined)
  6	-3	2	-2	0.1	-1	2	-4
26. Cc1cccc(N2CCN(CC(=O)NCc3ccc(Cl)cc3)CC2)c1C
  26	16	-3	-1	0.0	nt	-12	0
27. CCC(c1nnnn1-c1ccc2c(c1)OCCO2)N1CCN(c2cccc(C)c2C)CC1 (centres undefined)
  nt	-2	1	1	0.0	nt	19	nt
28. O=C(O)CCCc1ccc2c(c1)CCc1ccccc1-2
  6	-3	nt	1	0.0	nt	-21	4
29. O=C(O)c1cc2nc3c(c(C(F)(F)F)n2n1)CCCC3
  2	1	0	-1	0.0	-41	-4	0
30. C[C@@H]1CN([C@@H](C)CO)C(=O)c2cc(NC(=O)NC3CCCCC3)ccc2O[C@H]1CN(C)S(=O)(=O)c1ccc(F)cc1
  -18	-6	1	-2	-1.2	1	-11	-3
31. O=C(CCNC(=O)c1ccc([N+](=O)[O-])cc1)NCCCN1CCCC1=O
  nt	6	1	1	0.1	-4	-2	0
32. O=C(CN1C(=O)CCSc2ccc(S(=O)(=O)N3CCOCC3)cc21)Nc1cccc(F)c1
  22	-2	-6	3	0.6	-2	4	1
33. COC(=O)c1c(NC(=S)Nc2ccc(C(=O)N3CCOCC3)cc2)sc2c1CCC2
  -2	15	-2	5	0.4	-5	-17	0
34. CC(C)[C@H](NC(=O)OCc1ccccc1)C(=O)OCC(=O)N1CCN(c2ccc(F)cc2)CC1
  -1	1	-3	4	0.0	nt	13	-1
35. COc1ccccc1-c1ccccc1[C@H]1[C@@H](C#N)N(C(=O)CN(C)C)[C@H]1CO
  nt	3	-2	0	0.0	10	23	nt
36. CCN(CC)CCN1C(=O)c2ccccc2NC1c1ccc(C)cc1 (centres undefined)
  13	nt	nt	nt	nt	-4	28	-1
37. COCC(=O)Nc1ccc2c(c1)C(=O)N(C)[C@H]1CC[C@@H](CC(=O)NCC3CCCCC3)O[C@H]1CO2
  31	3	7	-4	0.2	9	-10	1
38. COc1ccc(CC(NC(C)=O)C(=O)NC2CCN(S(=O)(=O)c3ccc(NC(C)=O)cc3)CC2)cc1OC (centres undefined)
  nt	-6	-5	9	0.0	-7	11	nt
39. Cc1oc2cc3oc(=O)c(CC(=O)O)c(C)c3cc2c1-c1ccccc1
  1	-3	-2	-9	0.0	-2	5	-1
40. CC(C)c1ccc(OCC(=O)NC(Cc2c[nH]c3ccccc23)C(=O)O)cc1 (centres undefined)
  -5	0	nt	1	0.0	5	-1	-2
41. COc1ccc(CNC(=O)[C@@H]2CC=C[C@@H]3CCN(Cc4ccccc4)C(=O)[C@@H]32)cc1
  11	0	-5	-7	0.3	nt	-5	1
42. COc1cc(OC)c(NC(=S)NCc2ccc(F)cc2)cc1Cl
  nt	-7	-5	1	0.0	nt	-18	2
43. Cc1cccc(-c2ccc([C@H]3[C@H]4CN(Cc5cncnc5)CCCCN4[C@H]3CO)cc2)c1
  17	-1	9	1	0.0	0	-5	6
44. CCOc1ccc(CC(=O)NNC(=S)NC)cc1Br
  nt	-13	-5	3	0.1	7	-24	-1
45. Cc1noc(C)c1NC(=O)N[C@H]1CC[C@@H](CCNC(=O)C2CC2)O[C@H]1CO
  -7	-60	1	1	-0.4	1	8	1
46. C[C@H](O)C#Cc1ccc([C@H]2[C@H](CO)N3CCCCN(C(=O)c4ccc5c(c4)OCO5)C[C@@H]23)cc1
  -24	-12	5	-1	0.1	5	8	2
47. CS(=O)(=O)N1CC2CCCN2c2ccc(C(F)(F)F)cc21 (centres undefined)
  8	-1	0	0	0.0	-5	-28	1
48. O=C(CN1C(=O)S/C(=C/c2ccncc2)C1=O)Nc1ccccc1
  9	-3	-1	-5	-0.1	8	-3	1
49. O=C(C[C@H]1C[C@H]2c3cc(NS(=O)(=O)c4ccc(F)cc4)ccc3O[C@H]2[C@@H](CO)O1)NC1CCCCC1
  -4	4	-4	4	0.0	5	-11	-4
50. Cc1occc1C(=O)N(C)CC1CCCN(CCc2ccc(Cl)cc2)C1 (centres undefined)
  -2	6	-1	10	0.2	nt	4	-2
51. CN(C)C(=O)c1ccc(-c2ccc([C@@H]3[C@@H](CO)N4CCCCN(CC5CC5)C[C@@H]34)cc2)cc1
  -22	109*	8	5	0.5	1	-2	5
52. O=C(CSCc1ccccc1)N1CCN(c2ccccc2)CC1
  nt	1	-8	8	0.3	nt	-32	nt
53. C[C@@H]1CN([C@@H](C)CO)C(=O)c2cc(/C=C/c3ccccc3)cnc2O[C@@H]1CN(C)C(=O)Cc1ccccn1
  -2	0	-18	8	0.4	9	10	8
54. CO[C@H]1CN(C)C(=O)c2ccc(NS(=O)(=O)c3cccc(F)c3)cc2OC[C@@H](C)N(C(=O)Cc2cccnc2)C[C@H]1C
  14	7	nt	-3	-0.4	-6	19	43
55. C[C@@H]1CN([C@@H](C)CO)C(=O)CCCn2nncc2CO[C@H]1CN(C)C(=O)Cc1ccccc1
  6&2&2	-7&-5&7	-6&-2&-4	-2&-2&3	0.7	13&2&0	13&4	1&0&8
56. O=C(CCSc1nc(-c2ccccc2)c(-c2ccccc2)o1)N1CCCCC1
  nt	4	nt	0	0.0	nt	20	nt
57. COc1cccc(NC(=O)N2C[C@H](O)COC[C@@H]3O[C@@H](CC(=O)NC4Cc5ccccc5C4)CC[C@H]32)c1
  -1	-5	-1	-1	0.2	8	11	-3
58. NCc1csc(NC(=O)Nc2cccc(Cl)c2)n1
  0	-7	nt	-4	0.0	5	-8	-1
59. C[C@H](NC(=O)N(C)C[C@H]1OCc2ccccc2-c2ccccc2C(=O)N([C@H](C)CO)C[C@H]1C)c1ccccc1
  -16	4	4	-1	0.9	3	11	-3
60. CC(=O)Nc1ccc(S(=O)(=O)N=S(C)C)cc1
  1	nt	nt	nt	nt	31	31	0
61. C[C@@H]1CN([C@@H](C)CO)C(=O)c2cccc(NC(=O)c3cnccn3)c2O[C@@H]1CN(C)Cc1ccc(Oc2ccccc2)cc1
  4	-2	6	3	-0.3	1	-5	12

Some of the compounds tested. The share of hits here may be higher or lower than overall.
